Bioassay records from PubChem BioAssay.
TEAD-YAP inh – TEAD-YAP interaction inhibition; actives 1.4% (n = 640,000); AID 1259422; inhibition, % at 9.12 µM; HEK-TIYL cells, TEAD-Gal4/YAP UAS-luciferase luminescence; in the data active = inhibition above about 32%;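 note: 0% = median of test compound wells and 100% = reference inhibitor wells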
FBW7 act – human FBW7 E3 ligase activation, primary screen. Q969H0. AlphaScreen FBW7–phospho-cyclin E peptide binding, activator screen. normalized activity (activation), % at 26.1 µM. actives 0.13% (n = 650,000). AID 1259310; in the data active = normalized activity above about 1.9%;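 note: purified mutant Fbw7 with reduced substrate affinity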
Target sequence (Q969H0 whole entry, looked up): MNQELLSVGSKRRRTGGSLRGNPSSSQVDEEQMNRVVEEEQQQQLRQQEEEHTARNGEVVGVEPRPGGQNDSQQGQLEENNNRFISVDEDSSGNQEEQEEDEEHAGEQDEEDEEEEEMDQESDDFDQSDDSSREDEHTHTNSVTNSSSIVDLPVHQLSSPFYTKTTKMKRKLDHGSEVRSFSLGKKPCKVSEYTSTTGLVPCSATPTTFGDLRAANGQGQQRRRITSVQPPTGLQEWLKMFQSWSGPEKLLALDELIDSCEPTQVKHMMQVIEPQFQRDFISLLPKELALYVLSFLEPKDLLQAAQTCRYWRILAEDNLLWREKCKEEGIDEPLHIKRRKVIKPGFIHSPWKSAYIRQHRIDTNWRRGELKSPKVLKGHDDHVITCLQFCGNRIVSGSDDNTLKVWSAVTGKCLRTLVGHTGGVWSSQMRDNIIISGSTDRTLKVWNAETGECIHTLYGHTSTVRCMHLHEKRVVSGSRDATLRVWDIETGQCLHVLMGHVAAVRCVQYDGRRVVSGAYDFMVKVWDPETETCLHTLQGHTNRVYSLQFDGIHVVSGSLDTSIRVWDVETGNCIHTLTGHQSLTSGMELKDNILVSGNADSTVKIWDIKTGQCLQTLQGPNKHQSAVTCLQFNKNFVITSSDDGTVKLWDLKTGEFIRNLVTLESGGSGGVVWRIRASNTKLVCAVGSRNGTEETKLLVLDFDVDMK
GPR151 activ – human GPR151 activation; Q8TDV0; PathHunter beta-arrestin GPR151 cells, luminescence; activation, % at 11.2 µM; actives 1% (n = 650,000); in the data active = activation above about 4.9%;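 note: 0% = median of compound wells and 100% = cells with positive control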
MITF inh – blocks human microphthalmia-associated transcription factor; O75030; AlphaScreen MITF homodimerization, bead proximity signal; inhibition, % at 2.6 µM; actives 0.91% (n = 650,000); AID 1259374; in the data active = inhibition above about 50%;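 note: 0% = vehicle wells with protein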
Numbers without * were called inactive.

cpd	smiles	TEAD-YAP inh	FBW7 act
1	Cc1ccc(C2=NC(c3ccc(F)cc3)NC(c3cc(Cl)ccc3O)C2)cc1 (stereo unspecified)	1	-0.1
2	Cc1cc(NC(=O)Cc2cccs2)ccc1NC(=O)c1cccs1	2	0.1
3	COC(CNC(=O)c1ccc(CS(=O)(=O)c2ccc(C)cc2)o1)OC	-6	-0.2
4	COc1ccc(Nc2cc(=O)n(C3CCCCC3)c(=O)[nH]2)c(OC)c1	7	0.1
5	O=C(CCCc1c[nH]c2ccccc12)N1CCOCC1	-7	-0.1
6	c1ccc(COc2ccc(CN3CCc4nnc(C5CCCO5)n4CC3)cc2)cc1 (stereo unspecified)	16	0.1
7	Cc1c(C=O)c2ccccn2c1CCC#N	9	0.0
8	COc1ccc(/C=C/C(=O)Nc2ccccc2C(N)=O)cc1	5	0.4

cpd	GPR151 activ	MITF inh
1	1.4	5
2	-0.1	22
3	-0.3	9
4	-1.1	11
5	0.3	-4
6	1.1	8
7	-0.6	-7
8	-4.3	-5

Record cards, as listed above. Values in the order: TEAD-YAP inh	FBW7 act	GPR151 activ	MITF inh
O=C(CCCc1c[nH]c2ccccc12)N1CCOCC1 as listed: -7	-0.1	0.3	-4
c1ccc(COc2ccc(CN3CCc4nnc(C5CCCO5)n4CC3)cc2)cc1 (stereo unspecified) as listed: 16	0.1	1.1	8

The main list resumes, repeating the 6 entries before the break.
cpd	smiles	TEAD-YAP inh	FBW7 act
3	COC(CNC(=O)c1ccc(CS(=O)(=O)c2ccc(C)cc2)o1)OC	-6	-0.2
4	COc1ccc(Nc2cc(=O)n(C3CCCCC3)c(=O)[nH]2)c(OC)c1	7	0.1
5	O=C(CCCc1c[nH]c2ccccc12)N1CCOCC1	-7	-0.1
6	c1ccc(COc2ccc(CN3CCc4nnc(C5CCCO5)n4CC3)cc2)cc1 (stereo unspecified)	16	0.1
7	Cc1c(C=O)c2ccccn2c1CCC#N	9	0.0
8	COc1ccc(/C=C/C(=O)Nc2ccccc2C(N)=O)cc1	5	0.4
9	Cc1ccc(C2OCC3(CO)COC(c4ccc(C)cc4)N23)cc1 (stereo unspecified)	-14	-0.3
10	O=C(c1cc(COc2ccc3ncccc3c2)on1)N1CCC(O)CC1	3	0.2
11	CC1=NNC(=O)C1CC(=O)N/N=C/c1ccccc1F (stereo unspecified)	3	0.6
12	Cc1ccc2nc(-c3cccnc3)c(Nc3ccc4c(c3)OCCO4)n2c1	8	-0.2
13	CCCCNCCOCCOc1ccc(Cl)c(Cl)c1	-12	-0.1
14	Cc1ccc(CSc2nnc3c(n2)OC(c2ccsc2)Nc2ccccc2-3)cc1 (stereo unspecified)	-6	-0.1
15	O=C(Nc1cccc2c1C(=O)NC2=O)c1ccc2c(c1)OCCO2	-5	-0.1
16	CCCCn1c(C)c(C)n2c3c(=O)n(CC(N)=O)c(=O)n(C)c3nc12	-13	0.0

cpd	GPR151 activ	MITF inh
3	-0.3	9
4	-1.1	11
5	0.3	-4
6	1.1	8
7	-0.6	-7
8	-4.3	-5
9	-1.3	2
10	0.4	7
11	0.1	-19
12	0.2	14
13	0.1	11
14	1.4	-11
15	-0.7	-6
16	1.8	-12

Limited to MITF inh, for 2 of the compounds above:
item	Structure	MITF inh
9	Cc1ccc(C2OCC3(CO)COC(c4ccc(C)cc4)N23)cc1 (stereo unspecified)	2
12	Cc1ccc2nc(-c3cccnc3)c(Nc3ccc4c(c3)OCCO4)n2c1	14

Later entries:
cpd	smiles	TEAD-YAP inh	FBW7 act
17	O=C(CS(=O)(=O)c1ccc(F)cc1)Nc1ccc(O)c(-c2nc3ccccc3s2)c1	-7	0.0
18	O=C(NCc1ccco1)c1ncc(Cl)c(Cl)c1Cl	4	0.3
19	CCOP(=O)(OCC)c1nc(-c2ccccc2Cl)oc1N1CCOCC1	-9	-0.1
20	CCOC(=O)N1CCN(C(=O)COc2ccc(Br)cc2C)CC1	-3	-0.2
21	CCc1nnc(NC(=O)CSc2ccc(-c3nc4ccc(C)cc4[nH]3)cn2)s1	-77	0.4
22	Cc1ccc(C)c(N2CCN(C(=O)CCS(=O)(=O)c3ccc(Cl)cc3)CC2)c1	11	0.0
23	c1ccc2c(CCNc3ncnc4sccc34)c[nH]c2c1	27	0.1
24	Cc1ccsc1C(=CCCN1CCC[C@@H](C(=O)O)C1)c1sccc1C	-5	0.1

cpd	GPR151 activ	MITF inh
17	-1.5	5
18	-2.1	2
19	0.6	0
20	-0.6	-2
21	-3.4	24
22	-1.0	7
23	0.2	9
24	-0.5	7

Carrying on:
cpd	smiles	TEAD-YAP inh	FBW7 act
25	CCCS(=O)(=O)N1CCN(Cc2cccc(F)c2)CC1	-9	-0.1
26	COCCNC(=O)c1ccc2c(c1)ncn2-c1cccc(Cl)c1	-23	0.1
27	O=C(CSc1ccc2ccccc2n1)N1CCN(c2ccc(F)cc2)CC1	7	-0.1
28	O=c1[nH]c(/C=C/c2ccc(Cl)cc2Cl)nc(O)c1[N+](=O)[O-]	13	-0.3
29	COc1ccc(S(=O)(=O)N(C)c2ccccc2)cc1[N+](=O)[O-]	-4	0.6
30	CC(=O)NCCC(=O)Nc1ccc(Br)c(C)c1	5	0.0
31	O=C(O)C1CCN(C(=O)c2cccc(Cl)c2)CC1	1	0.3
32	Cc1nn(-c2ccccc2)c(-n2cccc2)c1C(=O)Nc1nccs1	-9	-0.2

cpd	GPR151 activ	MITF inh
25	1.8	45
26	-2.0	-14
27	-1.7	-5
28	-0.2	-3
29	-1.5	15
30	0.3	-1
31	0.5	3
32	-0.3	7

Remaining list, next part:
cpd	smiles	TEAD-YAP inh	FBW7 act
33	N=C1C(c2nc(-c3ccc(Cl)cc3)cs2)=C(O)CN1CCCN1CCOCC1	-1	-0.1
34	COc1ccc(OC)c(NC(=O)c2cnn3c2NC(c2ccc(OC)c(OC)c2)CC3C(F)(F)F)c1 (stereo unspecified)	-6	0.0
35	CC1CCCC(C)N1C(=O)COc1ncnc2ccccc12 (stereo unspecified)	2	-0.1
36	CCNC(=O)C(=O)Nc1cccc(Cl)c1	-21	-0.1
37	COc1cccc(NC(=O)CN(Cc2ccccc2)S(=O)(=O)c2ccccc2)c1	-3	0.2
38	CC1(C)CC(CC(=O)O)(Cc2ccccc2)CCO1 (stereo unspecified)	2	-0.1
39	C/C=C/C(=O)OCC(=O)Nc1ccc([N+](=O)[O-])cc1C(F)(F)F	-10	-0.1
40	O=C1C=C(NCc2ccco2)CC(c2ccccc2)C1 (stereo unspecified)	-2	0.1

cpd	GPR151 activ	MITF inh
33	-2.2	2
34	-1.7	6
35	-2.1	4
36	-1.1	13
37	0.4	-8
38	0.1	8
39	-1.4	10
40	0.3	-13

(more compounds)
cpd	smiles	TEAD-YAP inh	FBW7 act
41	COc1ccc(N(C)S(=O)(=O)c2cc([N+](=O)[O-])ccc2Cl)cc1	8	0.1
42	CN(C)c1ccc(NC(=O)Cn2cnc3ccccc3c2=O)cc1	-7	0.1
43	Cc1ccc(SCC(=O)Nc2cc(Cl)ccc2O)cc1	10	0.0
44	O=C1CCCC2=C1C(c1cccnc1)CC(=O)N2c1ccccc1C(F)(F)F (stereo unspecified)	-10	0.2
45	Cc1nn(-c2ccc(F)cc2)c2[nH]cc(C(=O)Nc3ccc(Br)cc3)c(=O)c12	5	0.0
46	COC(=O)c1ccccc1C(=O)N(c1ccccc1OC)C(C)C1CC1 (stereo unspecified)	-2	0.0
47	Cc1cc(NC(=O)CN2C(=O)NC(C)(CC(C)C)C2=O)no1 (stereo unspecified)	2	-0.2
48	COc1cccc(OCCn2cc(/C=C3/C(=N)N4OC(C)=CC4=NC3=O)c3ccccc32)c1	3	-0.2

cpd	GPR151 activ	MITF inh
41	0.7	4
42	-1.1	8
43	-0.1	10
44	-0.1	-5
45	0.0	9
46	-1.2	10
47	0.2	0
48	-1.0	4

Down the list, quoted from above:
FBW7 act, entries 29 to 33 → 0.6, 0.0, 0.3, -0.2, -0.1
TEAD-YAP inh, entries 29 to 33 → -4, 5, 1, -9, -1
GPR151 activ, entries 29 to 33 → -1.5, 0.3, 0.5, -0.3, -2.2

Next structures
cpd	smiles	TEAD-YAP inh	FBW7 act
49	COc1cc(F)ccc1CN1CCCC(N2CCOCC2)C1 (stereo unspecified)	5	0.2
50	O=C(c1sccc1-n1cccc1)N1CCC(C(=O)N2CCCCCC2)CC1	4	-0.2
51	O=C(CSc1nc2c(c(=O)n1-c1ccc(Br)cc1)SCC2)N1CCCCCC1	-3	0.2
52	CSc1cccc(NC(=O)CN(c2ccc(Br)cc2)S(C)(=O)=O)c1	-29	0.3
53	C#CCOc1ccccc1/C=N/NC(=O)c1ccccc1	-32	0.0
54	CN1C(=O)S/C(=C\c2ccc(-n3cncn3)cc2)C1=O	-4	0.0
55	Cc1ccc(N2C(=O)CSC2c2ccc(OC(F)F)cc2)cc1C (stereo unspecified)	9	0.8
56	COc1ccc(NC(=O)c2c(NC(=O)c3ccccc3Br)sc3c2CCCCC3)cc1	-2	0.0

cpd	GPR151 activ	MITF inh
49	2.3	7
50	-1.1	7
51	0.1	-9
52	-1.2	10
53	-0.5	-2
54	-0.5	3
55	2.4	5
56	0.7	-6

Going on with the list:
cpd	smiles	TEAD-YAP inh	FBW7 act
57	Cc1ccc(C(=O)ON2C(=O)c3ccccc3C2=O)cc1	0	-0.1
58	CCOC(=O)c1ccc(NC(=O)C2CC(=O)N(c3ccc(Br)cc3)C2)cc1 (stereo unspecified)	9	0.0
59	Cc1cc2ccccc2n1CCNC(=O)CN1CCN(c2ccccc2)C1=O	2	-0.2
60	CNC(=S)NCc1ccc(C(=O)OC)cc1	5	0.0
61	CSCc1csc(NC(=O)c2cccc3ccccc23)n1	-2	0.1
62	COc1ccc(OC)c2c(C)cc(N3CCN(C(=O)c4ccc(C)cc4)CC3)nc12	0	-0.3
63	O=C(Nc1cc(Cl)cc(Cl)c1)c1cc(S(=O)(=O)NCc2ccco2)ccc1F	12	0.0
64	O=C(COC(=O)C1CC(=O)N(c2ccc(Br)cc2)C1)c1ccccc1 (stereo unspecified)	8	0.0

cpd	GPR151 activ	MITF inh
57	0.8	7
58	0.9	3
59	-1.3	2
60	-1.0	-6
61	0.2	6
62	0.3	-2
63	0.6	10
64	2.0	-3

Remaining list, next part:
cpd	smiles	TEAD-YAP inh	FBW7 act
65	COc1cccc(NC(=S)Nc2cccc(NC(C)=O)c2)c1	-9	0.5
66	CC(C)NC(=O)c1cc2n(n1)C(C(F)(F)F)CC(c1ccc(Cl)cc1)N2 (stereo unspecified)	3	0.5
67	Cc1cc2ccccc2c(=O)n1CC(=O)N(C)Cc1ccccc1	10	0.1
68	O=C(Nc1nc(-c2cccc([N+](=O)[O-])c2)cs1)c1ccccc1	-6	-0.1
69	COc1ccccc1N(CC(=O)Nc1cc(C)cc(C)c1)S(C)(=O)=O	2	-0.2
70	CC(C)C(NC(=O)C(Cc1ccc2c(c1)OCO2)NC(=O)c1ccccc1)C(=O)O (stereo unspecified)	5	0.4
71	CCc1nnc(NC(=O)COc2ccccc2C#N)s1	-14	-0.1
72	c1ccc(C2C3=C(Nc4ncnn42)c2ccccc2CC3)cc1 (stereo unspecified)	7	-0.2

cpd	GPR151 activ	MITF inh
65	1.2	6
66	-1.7	2
67	0.3	11
68	0.7	-6
69	0.4	-3
70	-0.4	7
71	1.4	9
72	1.6	5

The list continues.
cpd	smiles	TEAD-YAP inh	FBW7 act
73	CCCN1CCN(C(=O)c2sc3ncn(CC(=O)N4CCOCC4)c(=O)c3c2C)CC1	-6	0.1
74	COc1ccc(NC(=O)c2cc3c(CO)cnc(C)c3oc2=Nc2ccccc2)cc1	-1	0.0
75	CCOc1ccc(C2C3=C(CCCC3=O)OC3=C2C(=O)CCC3)cc1Br	-2	-0.1
76	O=C1CCC(=O)N1Sc1ccc([N+](=O)[O-])cc1	15	0.1
77	CCOc1ccc(NC(=O)NC2CCN(CC(=O)NC3CCCCC3C)CC2)cc1 (stereo unspecified)	6	0.1
78	N#CCOc1ccc2c(-c3ccccc3)cc(=O)oc2c1	-8	-0.2
79	COc1cc(OC)c(C2C(C#N)=C(N)N(N(C)C)C3=C2C(=O)CCC3)cc1OC (stereo unspecified)	1	0.1
80	O=[N+]([O-])c1cc(S(=O)(=O)NCCN2CCOCC2)ccc1NCCc1ccccn1	8	0.0
81	CC(C)(C)P(=NC(=S)N1CCCC1)(N1CCOCC1)N1CCOCC1	3	0.0

cpd	GPR151 activ	MITF inh
73	-0.4	8
74	1.5	5
75	-0.9	-13
76	-1.9	13
77	0.8	5
78	1.1	5
79	0.9	11
80	-0.2	-2
81	-0.5	3
